A-T KAP1 phos = candidate therapy for ataxia-telangiectasia | […] A-T fibroblasts, KAP-1 phosphorylation AlphaLISA; neocarzinostatin DNA damage 30 min before lysis | Potency, µM (highest dose often 57.5 µM), inactives show top-dose activation, usual class: activators | actives 0.19% (n = 320,000); further: potency means the concentration at half of the fitted maximal effect; % of control where 0% means no effect; nearly all actives have a fitted effect of over 45% in size
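ATM-like activity read as KAP-1 phosphorylation via AlphaLISA donor/acceptor antibody pairs after lysis and 6 hr at 25C. Cells were ATM-null patient fibroblasts ([…], hTERT), dosed 60 min, then exposed to the DSB inducer NCS for 30 min.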
TCR activator = T cell receptor activation | primary human leukocytes, anti-CD3, IL-2 HTRF, 48 h | Potency, µM (series often up to 9.22 µM), for the others: top-dose activation of IL-2 secretion, hits mostly activators | 330,000 tested, under 10 active; further: % of control where 0% means no effect
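Readout: HTRF IL-2, Eu-cryptate/d2 antibody pair, 320nm excitation, 665nm emission. Stimulus: a-CD3 beads, no co-stimulation. Cells: primary human leukocytes. Exposure: 48 hr with compound.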
ASM inhibitor = inhibitors of human secretory acid sphingomyelinase | P17405 | placental ASM, HMU-PC fluorogenic substrate, 60 min | Potency, µM (titrated, usually from 57.5 µM), without a hit: at the top dose activity change, negative = inhibition, actives largely listed as inhibitors | actives 0.006% (n = 340,000); further: potency means the concentration at half of the fitted maximal effect
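Human placenta-derived ASM enzyme was preincubated with compound for 10 minutes at room temperature, then given fluorogenic substrate HMU-PC0 (9 uM final) for 60 minutes at 37 °C; a pH 10 stop preceded fluorescence reading at Ex 386/Em 447 nm.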
Integrin act MD = activates integrin-mediated alleviation for muscular dystrophy; alpha7betagal myoblasts, beta-gal FDG fluorescence, 48 h; Potency, µM (top dose mostly 38.3 µM), for the others: at the highest dose activation, hits mostly activators; actives 0.064% (n = 350,000);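 further: potency means the concentration at half of the fitted maximal effect; 100% = response of the positive control SU9516; nearly all actives have a fitted effect of over 60% in size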
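Alpha7betagal+/- myoblasts (passage 13) were plated 16-24 hr, then exposed to compounds (1:260 dilution of DMSO stock) for 48 hours at 37C. After MPER lysis, β-galactosidase reporter activity was read as FDG fluorescence (ex 480/em 540) after 30 minutes.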
MBNL1 CUG block = inhibitors of human MBNL1 binding to CUG repeat RNA; Q9NR56; TR-FRET MBNL1-His/biotin-(CUG)12 binding, 665/545 ratio; Potency, µM (doses to about 57.5 µM), for the others: at the highest dose activity change, negative = inhibition, hits mostly inhibitors; actives 0.036% (n = 280,000); active means well fitted inhibition curve with a large enough effect in the signal ratio, with a control signal flat, not every such curve was filed as active; inconclusive means small, poorly fitted or top-dose-only effect, or effect the other way, or a change in a side signal; inactive means no such curve, though single readings can be large or run the other way; the % refers to the signal ratio; further: potency means the concentration at half of the fitted maximal effect; on the % scale 0 is the no-effect control and ±100 the full control effect
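TR-FRET readout: Ex 340 nm, 665/545 nm emission ratio, normalized to buffer-only (basal) and MBNL1-(CUG)12 controls. Complex of MBNL1-His with Biotin-(CUG)12, compounds 92 nM–58 uM, incubated 60 min at room temperature.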
MLL CXXC-DNA inh = inhibitors of human MLL CXXC domain-DNA interaction. Q03164. MLL-CXXC / FITC-HOXA9 DNA fluorescence polarization. Potency, µM (titrated, usually from 115 µM), without a hit: at the top dose activity change, negative = inhibition, hits mostly inhibitors. actives 0.037% (n = 290,000); active means well fitted inhibition curve with a large enough effect in the polarisation, with a control signal flat, not every such curve was filed as active; inconclusive means small, poorly fitted or top-dose-only effect, or effect the other way, or a change in a side signal; inactive means no such curve, though single readings can be large or run the other way; the % refers to the polarisation; further: potency means the concentration at half of the fitted maximal effect
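Steps: dispense CXXC domain solution (7 uM) → pin compounds or unlabeled HOX-A9 DNA control → 5 min ambient → add FLSN-HOX-A9 solution (50 nM) → spin → 30 min ambient → fluorescence polarization. Tris pH 7.5/NaCl/DTT/BSA buffer.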
Menin-MLL TR inh = inhibitors of human menin-MLL interaction, mutant MLL peptide | Potency, µM (top dose mostly 61.6 µM), without a hit: top-dose FP activity change, negative = inhibition, most hits filed as inhibitors | Menin + Texas Red MLL mutant peptide, fluorescence polarization | actives 0.23% (n = 270,000) | AID 1768; active means well fitted inhibition curve with a large enough effect in the polarisation, with a control signal flat, not every such curve was filed as active; inconclusive means small, poorly fitted or top-dose-only effect, or effect the other way, or a change in a side signal; inactive means no such curve, though single readings can be large or run the other way; the % refers to the polarisation; further: potency means the concentration at half of the fitted maximal effect; % of control where 0% means no effect; many of its hits are not listed in these tables
TSG101-PTAP inh = blocks PTAP/TSG101 interaction to inhibit HIV-1 budding | Q99816 | Fluorescence polarization, FITC-PTAP peptide / Tsg101 binding | Potency, µM (titrated, usually from 115 µM), without a hit: at the highest dose activity change, negative = inhibition, hits mostly inhibitors | 340,000 tested, under 10 active | AID 493005; active means well fitted inhibition curve with a large enough effect in the main read-out, with a control signal flat, not every such curve was filed as active; inconclusive means small, poorly fitted or top-dose-only effect, or effect the other way, or a change in a side signal; inactive means no such curve, though single readings can be large or run the other way; further: potency means the concentration at half of the fitted maximal effect; % of control where 0% means no effect
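Fluorescence anisotropy tracks displacement of a FITC-tagged PTAP peptide (50 nM) from the Tsg101 binding domain (10 uM), following a 20 min room-temperature incubation at pH 7.5.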
Mito fusion act = blocks mitochondrial division or promotes mitochondrial fusion; Potency, µM (highest dose often 46.1 µM), without a hit: top-dose growth rescue (activation), most hits filed as activators; actives 0.23% (n = 320,000); S. cerevisiae fusion-defective mutant growth rescue, CellTiterGlo 48 h; AID 485298;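 further: potency means the concentration at half of the fitted maximal effect; % of control where 0% means no effect; nearly all actives have a fitted effect of over 45% in size; temperature-sensitive fusion mutants such as fzo1-1 at 37 °C on non-fermentable ethanol glycerol medium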
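Temperature-sensitive fusion-defective S. cerevisiae (e.g. fzo1-1, mgm1-5) were grown with compound in YPEG medium (3% ethanol, 3% glycerol) for 48 hours at 37C. Growth rescue was measured as viability by CellTiterGlo luminescence after 10 minutes at ambient.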
TSHR antagonist = human thyrotropin receptor antagonism. TSHR-expressing cells, TSH-stimulated cAMP HTRF, 2 h; active compounds read low. activity change, negative = inhibition, % at 11.5 µM. actives 0.2% (n = 330,000). AID 504810;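 active means activity change below a set negative limit, meaning inhibition stronger than a set level, cut at about -70% in these data; inconclusive means activity change between two set negative limits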; further: on the % scale 0 is the no-effect control and ±100 the full control effect
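Competitive HTRF cAMP read-out (cryptate anti-cAMP antibody, cAMP-d2; 30 min, room temperature) in freshly harvested TSHR cells. Compounds added before TSH at EC80 (4nM final), followed by 2 hours' incubation at 37 deg C.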
The depositor's hits bear a star; ? = inconclusive; . = no result given; [ ] = remark or other dose. Unless noted, the call rests on the fitted dose curve; in most records, active means well fitted curve in the direction sought with a large enough effect; inconclusive means small, poorly fitted or top-dose-only effect, or another doubt; inactive means no such curve, though single readings can be large; an effect the other way counts as inactive or inconclusive. An excerpt, so the mix of outcomes need not match the whole.

SMILES	A-T KAP1 phos	TCR activator	ASM inhibitor	Integrin act MD	MBNL1 CUG block	MLL CXXC-DNA inh	Menin-MLL TR inh	TSG101-PTAP inh	Mito fusion act	TSHR antagonist
Cc1onc(-c2c(Cl)cccc2Cl)c1C(=O)Nc1ccc2c(C(F)(F)F)cc(=O)oc2c1	-12%	-3%	160%[activator]	-10%	-2%	-6%	.	-3%	6%	-15
O=c1[nH]c(=O)n(CCC2=CCCCC2)c(O)c1C=NC1CCN(Cc2ccccc2)CC1	6%	-7%	-1%	2%	5%	4%	?	3%	1%	-12
COc1ccc(OC)c(CN2CCN(C(=O)Cc3ccccc3)CC2)c1	-10%	5%	3%	12%	0%	11%	-14%	1%	-1%	-7
N#CCC(=O)NN1Cc2ccccc2C1=N	6%	-2%[46.1 µM]	4%	-15%	-12%	4%	23%	-2%	-18%	5
O=[N+]([O-])[N-][n+]1cnn(Cc2ccc(Cl)cc2)c1	0%	-5%	-4%	-1%	-6%	9%	2%	-1%	10%	-3
C#C[C@]1(O)CCC2C3C(CC[C@@]21C)[C@@]1(C)CC[C@@H](O)CC1=C[C@H]3O (some centres undefined)	6%	5%	0%	19%	.	.	.	0%	.	10
CCC(C)n1c(C)cc(C(N)=O)c1C (centres undefined)	1%	0%	5%	1%	-4%	8%	-1%	1%	2%	8
Cc1ccc(N=Nc2c(O)[nH]c(=O)[nH]c2=O)cc1S(=O)(=O)Nc1ccc(Br)cc1	-5%	-2%	-24%	1%	.	.	.	?	.	3
CC1C2Cn3c(nc4ccccc43)C1N(C)O2 (centres undefined)	61%	5%	4%	35%	-5%	16%	.	0%	-41%[inhibitor]	26
CCOP(=O)(OCC)C(NC(=O)CN1C(=O)c2ccccc2S1(=O)=O)C(Cl)(Cl)Cl (centres undefined)	-3%	-1%[46.1 µM]	1%	9%	-6%[11.5 µM]	0%	-13%	-2%	-7%	16
O=S(=O)(O)c1cc(O)ccc1O	1%	-13%	1%	.	.	5%[51.4 µM]	6%[24.8 µM]	-1%	6%	56
CCC1(C)CC(CCNCc2ccc(N(C)C)cc2)(c2ccc(F)cc2)CCO1 (centres undefined)	-12%	-2%	-4%	-72%[inhibitor]	-15%	-7%	.	-9%	-8%	3
Cc1ccc(NC(=O)O/N=C/c2cccc([N+](=O)[O-])c2)cc1	-4%	8%	-1%	-15%	?	-1%	3%	1%	16%	-6
COC(=O)C1=C(c2ccc(OC)c(OC)c2)C[C@@H]2CC[C@H]1N2C(=O)NCCOc1ccccc1Cl	2%	-17%	6%	-11%	.	.	.	-2%	-16%	2
CC12CCC3C(CC=C4CC(O)CCC43C)C1CC(=CN1CCOCC1)C2=O (centres undefined)	.	6%	-2%	9%	.	.	.	-6%	.	.
COC(=O)C1=C(c2ccccc2)C[C@@H]2CC[C@H]1N2C(=O)N1CCOCC1	.	-3%	2%	4%	.	.	.	0%	.	.
O[C@@H]1CCCN2CCc3c([nH]c4ccccc34)[C@H]12	.	2%	36%	6%	.	.	.	-10%	.	.
CCOP(=O)(OCC)C(O)c1ccc(Br)cc1 (centres undefined)	-2%	-45%[inhibitor][46.1 µM]	-1%	9%	-1%	-2%	-5%	-2%	0%	-5
CN1C(=O)NC(=O)[C@]2(Cc3ccccc3N3CCN(c4ccccc4)CC32)C1=O (some centres undefined)	-4%	-1%	7%	0%	-1%	-20%	0%	-7%	-4%	-2
CN1C(=O)C(=Cc2ccccc2OCc2ccccc2Cl)C(=O)N(C)C1=O	2%	-2%[46.1 µM]	-1%	-34%	4%	-5%	4%	-3%	1%	0
O=C1NC(=S)NC(=O)C1=Cc1ccc(OCc2ccccc2)cc1	.	-72%	1%	-14%	.	.	.	-3%	.	.
COc1cccc(OP(=O)(Nc2ccccc2)Oc2cccc(OC)c2)c1	10%	7%	-5%	-12%	0%	5%	-18%	-11%	23%	-2
Clc1ccc(C2NCCc3[nH]cnc32)cc1 (centres undefined)	-3%	4%[46.1 µM]	10%	-5%	?	9%	-2%	-5%	0%	-30
CCC(=O)O[C@H]1CC[C@H]2[C@@H]3CCC4=CC(=O)CC[C@]4(C)[C@H]3CC[C@]12C	.	2%	-7%	.	.	-5%[51.4 µM]	-4%[24.8 µM]	-7%	.	.
COc1cc(CNC(=O)CCCC/C=C\C(C)C)ccc1O	.	.	.	.	-1%	-2%	-10%	.	2%	2
O=C(CCn1c(=O)oc2ccccc21)N1CCN(C(c2ccccc2)c2ccccc2)CC1	15%	0%	0%	0%	-3%	-3%	-13%	-2%	?	10
O=c1c2ccccc2nc(/C=C/c2ccco2)n1-c1ccccc1O	-13%	0%	-1%	-26%	-12%	0%	.	-1%	8%	24
O=c1cccc2n1CC1CC2CN(C(c2cccc(F)c2)c2sc3ncnn3c2O)C1 (centres undefined)	2%	2%	1%	9%	?	-7%	-1%	-3%	2%	3
Cc1cccc(CN2CCN(c3ccc(Cl)cc3)CC2)c1	24%	17%	0%	?	-4%	6%	-9%	1%	4%	10
O=C(NC1CONC1=O)OCC(Cl)(Cl)Cl (centres undefined)	4%	-3%[46.1 µM]	-2%	?	3%	4%	-1%	-5%	-1%	5
COc1cccc(C2=NOC(C(=O)N3CCC4(CC3)OCCO4)C2)c1 (centres undefined)	-2%	-12%	-6%	5%	-1%	15%	10%	-5%	-1%	9
COc1ccc(-n2c(O)c(C(C)=NCc3ccco3)c(=O)[nH]c2=O)cc1	-6%	-3%	1%	1%	3%	-7%	17%	-5%	1%	-4
COc1ccccc1-n1c(O)c(C=NCCN2CCNCC2)c(=O)[nH]c1=O	-14%	.	1%	-8%	5%	0%	?	-10%	-2%	22
COc1cccc(C(=O)C2CCCN(Cc3cccc(C)n3)C2)c1 (centres undefined)	2%	-6%	6%	-14%	3%	4%	?	-1%	-3%	23
O=C1CN=C(c2ccccc2F)c2cc(Cl)ccc2N1	11%	-8%	-1%	.	-10%	7%	-16%	-5%	0%	-23
O=c1[nH]c(CN2CC=C(c3ccccc3)CC2)nc2scc(-c3cccs3)c12	1%	8%	0%	13%	10%	5%	.	8%	7%	0
CCOc1cccc(=NC2CCCCC2)c2c(C)n(C)c(C)c12	0%	2%	-26%	-41%[inhibitor]	?	?	.	-3%	0%	-13
Cc1cc(NC(=O)COC(=O)c2c(C)nn(Cc3ccccc3)c2Cl)no1	0%	2%	0%	7%	-1%	30%	5%	-5%	-4%	2
COc1cc(OC)c(OC)cc1CNCCc1cccc(F)c1	-21%	-4%	5%	-26%	-5%	-3%	-16%	-7%	-5%	-4
O=c1[nH]c(O)c(N=Nc2ccc3c(c2)OCCO3)c(=O)[nH]1	0%	-1%	-7%	4%	?	29%	12%	8%	3%	-15

A portion of the results above, for reference:
SMILES	A-T KAP1 phos	TCR activator	ASM inhibitor	Integrin act MD	MBNL1 CUG block	MLL CXXC-DNA inh	Menin-MLL TR inh	TSG101-PTAP inh	Mito fusion act	TSHR antagonist
Cc1onc(-c2c(Cl)cccc2Cl)c1C(=O)Nc1ccc2c(C(F)(F)F)cc(=O)oc2c1	-12%	-3%	160%[activator]	-10%	-2%	-6%	.	-3%	6%	-15
O=c1[nH]c(=O)n(CCC2=CCCCC2)c(O)c1C=NC1CCN(Cc2ccccc2)CC1	6%	-7%	-1%	2%	5%	4%	?	3%	1%	-12
COc1ccc(OC)c(CN2CCN(C(=O)Cc3ccccc3)CC2)c1	-10%	5%	3%	12%	0%	11%	-14%	1%	-1%	-7
N#CCC(=O)NN1Cc2ccccc2C1=N	6%	-2%[46.1 µM]	4%	-15%	-12%	4%	23%	-2%	-18%	5
O=[N+]([O-])[N-][n+]1cnn(Cc2ccc(Cl)cc2)c1	0%	-5%	-4%	-1%	-6%	9%	2%	-1%	10%	-3
